TexasRed fluor – alters Texas Red total fluorescence, flagging assay interference. Potency, µM (titrated, usually from 106 µM), for inactives: at the top dose fluorescence change, negative = quenching. hit rate 0.29% among 280,000. TRb/SRC2 Texas Red total fluorescence interference. AID 1479; active means well fitted curve in either direction with a large enough effect; inconclusive means small, poorly fitted or top-dose-only effect
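Flags fluorescent or light-absorbing compounds by total fluorescence, S + 2P, at 555 nm excitation and 632 nm emission. Mixture: 20 nM Texas Red SRC2 peptide, 0.6 uM human TRb LBD, 1 uM T3, 5% DMSO; compound exposure 5 h at ambient temperature.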
RECQ1 inh – inhibitors of human RECQ1 DNA helicase; AID 2549; P46063; Potency, µM (series often up to 57.3 µM), for the others: at the highest dose activity, negative = inhibition, usual class: inhibitors; hit rate 0.54% among 240,000; RECQ1 DNA unwinding, red fluorescence kinetic read;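 further: plate controls were vehicle for no effect and no enzyme for full effect; nearly all actives have a fitted effect of over 30% in size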
Target sequence (P46063 whole entry, looked up): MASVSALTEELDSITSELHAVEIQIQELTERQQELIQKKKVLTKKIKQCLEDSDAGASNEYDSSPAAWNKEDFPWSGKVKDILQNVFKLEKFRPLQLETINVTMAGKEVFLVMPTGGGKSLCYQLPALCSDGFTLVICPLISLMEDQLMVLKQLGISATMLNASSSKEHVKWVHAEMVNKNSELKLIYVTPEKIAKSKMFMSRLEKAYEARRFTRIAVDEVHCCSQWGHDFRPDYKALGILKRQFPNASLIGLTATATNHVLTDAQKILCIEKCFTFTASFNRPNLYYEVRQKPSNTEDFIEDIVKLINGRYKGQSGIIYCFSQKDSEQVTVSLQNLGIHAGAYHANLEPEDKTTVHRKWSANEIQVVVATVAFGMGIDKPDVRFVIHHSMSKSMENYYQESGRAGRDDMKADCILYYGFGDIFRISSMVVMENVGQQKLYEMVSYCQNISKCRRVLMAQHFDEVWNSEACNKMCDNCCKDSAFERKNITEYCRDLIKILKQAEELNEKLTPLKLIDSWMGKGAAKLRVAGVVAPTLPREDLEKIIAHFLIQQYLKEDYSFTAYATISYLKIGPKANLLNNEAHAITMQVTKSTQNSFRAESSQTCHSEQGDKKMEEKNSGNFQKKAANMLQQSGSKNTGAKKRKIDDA
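RECQ1T1 50 nM; forked duplex (20 bp + 30-nt ss tails) 200 nM, ATP 2 mM final; pH 8.0, 2 mM MgCl2, 2.5 ug/ml poly(dI-dC); 15 min compound preincubation; discontinuous kinetic read over 2 h at RT.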
TRb SRC2 PPI – TRbeta-SRC2 interaction inhibition; P10828; TRbeta-SRC2 peptide binding, fluorescence polarization; receptor liganded with 1 µM T3; Potency, µM (doses to about 106 µM), for inactives: at the highest dose activity change, negative = inhibition, usual class: inhibitors; hit rate 0.065% among 280,000; AID 1469;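 further: plate controls were bound peptide for no effect and peptide without receptor for full effect; nearly all actives have a fitted effect of over 50% in size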
Target sequence (P10828 whole entry, looked up): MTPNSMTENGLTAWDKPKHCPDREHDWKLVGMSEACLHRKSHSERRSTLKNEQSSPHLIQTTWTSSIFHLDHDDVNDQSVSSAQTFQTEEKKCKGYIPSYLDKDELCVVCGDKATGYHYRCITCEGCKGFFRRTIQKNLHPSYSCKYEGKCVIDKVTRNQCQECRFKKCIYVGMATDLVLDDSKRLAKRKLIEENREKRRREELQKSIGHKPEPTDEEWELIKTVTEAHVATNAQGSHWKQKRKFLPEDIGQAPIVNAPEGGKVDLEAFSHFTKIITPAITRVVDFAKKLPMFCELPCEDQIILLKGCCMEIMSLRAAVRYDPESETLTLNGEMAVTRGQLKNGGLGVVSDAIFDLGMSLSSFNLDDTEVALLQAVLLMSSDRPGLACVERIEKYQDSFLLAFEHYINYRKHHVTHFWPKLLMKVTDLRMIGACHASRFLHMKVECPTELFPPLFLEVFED
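Quantitative HTS by FP: 0.6 uM TRb LBD, 20 nM labeled SRC2 20-mer, 1 uM T3, 5% DMSO; 5 hr ambient incubation; % activity per concentration and potencies from concentration series.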
Starred values were filed as active, the others as inactive; i = inactive; ? = inconclusive; & = joins results of further samples; [ ] = another dose, or the depositor's remark. Unless noted, the call rests on the fitted dose curve; in most records, active means well fitted curve in the direction sought with a large enough effect; inconclusive means small, poorly fitted or top-dose-only effect, or another doubt; inactive means no such curve, though single readings can be large; an effect the other way counts as inactive or inconclusive. Unless noted, on the % scale 0 is the no-effect control and ±100 the full control effect; potency means the concentration at half of the fitted maximal effect.

SMILES | TexasRed fluor | RECQ1 inh | TRb SRC2 PPI
CC[C@H](C)[C@H](NC(=O)[C@H](Cc1ccc(O)cc1)NC(=O)[C@@H]1CCCN1C(=O)[C@H](CCCN=C(N)N)NC(=O)[C@H](CCCN=C(N)N)NC(=O)[C@@H]1CCCN1C(=O)[C@H](CCCCN)NC(=O)[C@H](CC(N)=O)NC(=O)[C@H](CCC(N)=O)NC(=O)[C@H](Cc1ccc(O)cc1)NC(=O)[C@H](CC(C)C)NC(=O)[C@@H]1CCC(=O)N1)C(=O)N[C@@H](CC(C)C)C(=O)O | -3.0% | 10.1% | -3.0%
CC[C@H](C)[C@H](NC(=O)[C@H](C)NC(=O)CNC(=O)[C@H](CCCCN)NC(=O)[C@H](CC(N)=O)NC(=O)[C@H](CO)NC(=O)CN)C(=O)N[C@H](C(=O)NCC(=O)N[C@@H](CC(C)C)C(=O)N[C@@H](CCSC)C(=O)O)[C@@H](C)CC | 5.2% | 6.7% | 5.6%
CCCC[C@H](NC(=O)[C@H](CC(C)C)NC(=O)[C@@H](Cc1c[nH]c2ccccc12)NC(=O)[C@H](Cc1ccccc1)NC(=O)[C@@H](Cc1c[nH]c2ccccc12)NC(=O)[C@H](CC(N)=O)NC(=O)[C@@H](Cc1c(Cl)cccc1Cl)NC(=O)[C@@H]1CCCN1C(=O)[C@H](Cc1ccccn1)NC(=O)[C@@H]1CCCN1C(=O)[C@H](N)CCCCNC(=O)c1cccnc1)C(N)=O | 5.6% | -7.5% | 4.2%
CCC1CC=CC2C1C(=O)N(Cc1ccccc1)C2c1cc(C)ccc1F (stereo not drawn) | 0.3% | i | 2.4%
O=C1CC[C@@H](C(=O)N[C@@H](Cc2cnc[nH]2)C(=O)N[C@@H](Cc2c[nH]c3ccccc23)C(=O)N[C@@H](CO)C(=O)N[C@@H](Cc2ccc(O)cc2)C(=O)O)N1 | -1.2% | 10.0% | -0.6%
C[C@@H]1C(=O)N(S(=O)(=O)c2ccccc2[N+](=O)[O-])[C@H]1c1ccc(-c2ccccc2)cc1 | -2.0% | -2.3% | -10.0%
CCC(=O)NCCCC[C@H](NC(=O)OCc1ccccc1)C(=O)Nc1ccc2c(C)cc(=O)oc2c1 | 3.3% | -9.4% | -2.1%
CCC/C=C1/CCCOC(C(=O)NCc2ccccc2)(C(F)(F)F)C1 (stereo not drawn) | -2.1% | -0.3% | -2.8%
CC(=O)Nc1c(N)[nH]c(=O)n(C)c1=O | 2.6% | -5.0% | -5.3%
COc1ccc(C2/C=C\CN(CC3CC3)C(Cc3ccccc3)C(=O)N2Cc2ccc(F)cc2)cc1 (stereo not drawn) | 0.6% | -10.1% | 3.4%
C#C[C@]1(O)CC[C@H]2[C@H]3CCc4cc(O)ccc4[C@@H]3CC[C@@]21C | -1.0% | -4.8% | -0.9%
C=C1CCN(C(Cc2ccccc2)C(=O)O)S(=O)(=O)c2ccccc21 (stereo not drawn) | -0.7% | 7.3% | 6.4%

Results in RECQ1 inh, for 3 of the compounds above:
SMILES	RECQ1 inh
CCC1CC=CC2C1C(=O)N(Cc1ccccc1)C2c1cc(C)ccc1F (stereo not drawn)	i
O=C1CC[C@@H](C(=O)N[C@@H](Cc2cnc[nH]2)C(=O)N[C@@H](Cc2c[nH]c3ccccc23)C(=O)N[C@@H](CO)C(=O)N[C@@H](Cc2ccc(O)cc2)C(=O)O)N1	10.0%
C[C@@H]1C(=O)N(S(=O)(=O)c2ccccc2[N+](=O)[O-])[C@H]1c1ccc(-c2ccccc2)cc1	-2.3%

New compounds follow
SMILES | TexasRed fluor | RECQ1 inh | TRb SRC2 PPI
COc1cc2nccc(Oc3ccc(NC(=O)Nc4ccc(F)cc4F)c(F)c3)c2cc1OC | -4.6% | -9.6% | 4.4%
CCCCC(CC)COC(=O)CC(C(=O)OCC(CC)CCCC)S(=O)(=O)O (stereo not drawn) | -2.5% | ? | 2.2%
C=C1CC2C(=O)N(Cc3cc(OC)ccc3OC)C(C(=O)OCC)C1N2C (stereo not drawn) | -2.1% | 7.3% | 3.1%
CCN(CC)/[N+]([O-])=N/Oc1cc(O/[N+]([O-])=N/N2CCCC2CO)c([N+](=O)[O-])cc1[N+](=O)[O-] (stereo not drawn) | -0.9% | i | -0.9%
O=c1c2nc(Br)n([C@@H]3O[C@@H]4CO[P@@](O)(=S)O[C@H]4[C@H]3O)c2nc2[nH]c(-c3ccccc3)cn12 | -3.4% | -1.4% | -10.0%
O=C(O)C1CC=CC2CCN(C3CCCCC3)C(=O)C21 (stereo not drawn) | -3.5% | 13.2% | 0.6%
COC(=O)C(NS(N)(=O)=O)C(C)C (stereo not drawn) | -1.3% | i | -2.6%
CC[C@H](C)[C@H](NC(=O)[C@H](Cc1ccc(O)cc1)NC(=O)[C@@H](NC(=O)[C@H](CCCN=C(N)N)NC(=O)[C@@H](N)CC(=O)O)C(C)C)C(=O)N[C@@H](Cc1ccc(N)cc1)C(=O)N1CCC[C@H]1C(=O)N[C@@H](Cc1ccccc1)C(=O)O | -16.6% | -17.8% | 1.4%
Fc1ccc(Cl)cc1-c1nc(Nc2ccncc2)c2nccnc2n1 | -0.4% | 7.2% | -5.1%
CC[C@H](C)[C@H](NC(=O)[C@H](CCC(=O)O)NC(=O)[C@H](CO)NC(=O)[C@@H](NC(=O)[C@@H](N)CO)C(C)C)C(=O)N[C@@H](CCC(N)=O)C(=O)N[C@@H](CC(C)C)C(=O)N[C@@H](CCSC)C(=O)N[C@@H](Cc1cnc[nH]1)C(=O)N[C@@H](CC(N)=O)C(=O)N[C@@H](CC(C)C)C(=O)NCC(=O)N[C@@H](CCCCN)C(=O)N[C@@H](Cc1cnc[nH]1)C(=O)N[C@@H](CC(C)C)C(=O)N[C@@H](CC(N)=O)C(=O)N[C@@H](CO)C(=O)N[C@@H](CCSC)C(=O)N[C@@H](CCC(=O)O)C(=O)N[C@@H](CCCNC(=N)N)C(=O)N[C@H](C(=O)N[C@@H](CCC(=O)O)C(=O)N[C@@H](Cc1c[nH]c2ccccc12)C(=O)N[C@@H](CC(C)C)C(=O)N[C@@H](CCCNC(=N)N)C(=O)N[C@@H](CCCCN)C(=O)N[C@@H](CCCCN)C(=O)N[C@@H](CC(C)C)C(=O)N[C@@H](CCC(N)=O)C(=O)N[C@@H](CC(=O)O)C(=O)N[C@H](C(=O)N[C@@H](Cc1cnc[nH]1)C(=O)N[C@@H](CC(N)=O)C(=O)N[C@@H](Cc1ccccc1)C(=O)N[C@H](C(=O)N[C@@H](C)C(=O)N[C@@H](CC(C)C)C(=O)NCC(=O)O)C(C)C)C(C)C)C(C)C | -7.7% | -14.7% | 22.7%
CSCC[C@H](NC(=O)[C@@H]1CCCN1C(=O)CNC(=O)[C@H](CCCCN)NC(=O)[C@H](Cc1cnc[nH]1)NC(=O)[C@H](CO)NC(=O)[C@H](CC(C)C)NC(=O)[C@H](CCCNC(=N)N)NC(=O)[C@@H]1CCCN1C(=O)[C@H](CCCNC(=N)N)NC(=O)[C@H](CCC(N)=O)NC(=O)[C@H](CCCNC(=N)N)NC(=O)[C@H](CCCNC(=N)N)NC(=O)[C@H](Cc1ccccc1)NC(=O)[C@@H](N)CCCCN)C(=O)N1CCC[C@H]1C(=O)N[C@@H](Cc1ccccc1)C(=O)O | -8.2% | 26.4% | 2.0%
Cc1cc(N(C)C)nc(Cl)n1 | -24.5% | -18.3% | -0.5%
COc1cccc2c1CCCC2CCCN1CCN(C2CCCCC2)CC1 (stereo not drawn) | -1.7%&-13.4% | 5.1%&5.8% | 4.5%&-3.4%
CC[C@H](C)[C@H](NC(=O)[C@H](Cc1ccc(O)cc1)NC(=O)[C@@H](NC(=O)[C@H](CCCNC(=N)N)NC(=O)[C@@H](N)CC(=O)O)C(C)C)C(=O)N[C@@H](Cc1cnc[nH]1)C(=O)N1CCC[C@H]1C(=O)N[C@@H](Cc1ccccc1)C(=O)N[C@@H](Cc1cnc[nH]1)C(=O)N[C@@H](CC(C)C)C(=O)N[C@@H](CC(C)C)C(=O)N[C@H](C(=O)N[C@@H](Cc1ccc(O)cc1)C(=O)N[C@@H](CO)C(=O)O)C(C)C | -4.5% | -7.4% | -2.4%
Nc1ncnc2n[nH]c(Nc3ccc(F)cc3)c12 | -1.8% | 9.3% | 3.6%
C=C1CC2C(=O)N(Cc3ccccc3)C(C(=O)O)C1N2C(=O)OC(C)(C)C (stereo not drawn) | -2.5% | i | -3.1%
COc1ccc(-c2nnc3n2N=C(c2ccc(OC)cc2OC)CS3)cc1 | -0.3% | 15.4% | -2.5%
CC(C)(C)OC(=O)NC(Cc1ccccc1)C(=O)NC1COC2CC(n3ccc(=O)[nH]c3=O)OC12 (stereo not drawn) | 0.2% | i | -1.6%
O=C(O)c1ccc(O)cc1 | -0.3% | -7.6% | -6.6%
Cc1noc(C)c1-c1ccc2ncnc(NCc3ccc(Br)cc3)c2c1 | 0.1% | -2.0% | -2.6%
C[C@H](NC(=O)CNC(=O)[C@@H](NC(=O)[C@H](Cc1ccccc1)NC(=O)CNC(=O)CNC[C@@H](N)Cc1ccccc1)[C@@H](C)O)C(=O)N[C@@H](CCCN=C(N)N)C(=O)N[C@@H](CCCCN)C(=O)N[C@@H](CO)C(=O)N[C@@H](C)C(=O)N[C@@H](CCCN=C(N)N)C(=O)N[C@@H](CCCCN)C(N)=O | 0.7% | -5.7% | -5.1%
C/C=C1\COC(C(=O)NCc2ccccn2)(C(F)(F)F)C=C1C=C(C)C (stereo not drawn) | -0.1% | i | -3.4%
O=C1C[C@@H](c2ccc(O)cc2)Oc2cc(O[C@@H]3O[C@H](CO)[C@@H](O)[C@H](O)[C@H]3O)cc(O)c21 | -10.9% | -14.8% | 5.0%
Cc1cc(=O)oc2cc(NC(=O)C(CCCCN)NC(=O)C(CC3CCCCC3)NC(=O)OCC3c4ccccc4-c4ccccc43)ccc12 (stereo not drawn) | 0.8% | -10.4% | 1.8%

Brought forward from above: two compounds; new compounds follow.
SMILES | TexasRed fluor | RECQ1 inh | TRb SRC2 PPI
O=C1C[C@@H](c2ccc(O)cc2)Oc2cc(O[C@@H]3O[C@H](CO)[C@@H](O)[C@H](O)[C@H]3O)cc(O)c21 | -10.9% | -14.8% | 5.0%
Cc1cc(=O)oc2cc(NC(=O)C(CCCCN)NC(=O)C(CC3CCCCC3)NC(=O)OCC3c4ccccc4-c4ccccc43)ccc12 (stereo not drawn) | 0.8% | -10.4% | 1.8%
NC(=O)c1ccc2nc(-c3ccc(Oc4ccc(Cl)cc4)cc3)[nH]c2c1 | ? | -0.9% | -7.4%
COc1cccc(CN2CC34CC(c5ccc(C(C)=O)cc5)C(CC3S2(=O)=O)O4)c1 (stereo not drawn) | -1.6% | -1.0% | 2.9%
CN(C)c1ccc2c(-c3ccccc3)c3ccc(=[N+](C)C)cc-3oc2c1 | 0.891µM*[fluorescent] | 28.2µM* | 0.1µM*
COc1ccc(-c2cc(C3C4C=CCCC4(C)C(=O)N3Cc3ccccc3)ccc2F)cc1OC (stereo not drawn) | -0.9% | -5.1% | -0.5%
Cc1ccc(N)c(Cl)c1 | -2.4% | -10.7% | -4.0%
C[C@H]1COC(=O)O1 | 5.7% | 1.2% | -2.0%
O=C(Nc1ncnc2c1ncn2[C@@H]1O[C@@H]2COP(=O)(O)O[C@H]2[C@H]1O)c1ccccc1 | 0.0% | -11.1% | 3.3%
CCOC(=O)N1C(COCc2ccccc2)C=CCS1(=O)=O (stereo not drawn) | -1.1% | 2.5% | 1.3%
O=C1C[C@@H](c2ccc(O)c(O)c2)Oc2cc(O[C@H]3O[C@@H](CO)[C@H](O)[C@@H](O)[C@@H]3O)cc(O)c21 | -2.0% | -11.7% | 1.6%
Nc1nc(N)c(N=O)c(OCC2CCCCC2)n1 | -1.1% | -9.4% | 2.0%
COc1ccc(-c2ccc(C3C4C=CCC(C)C4C(=O)N3Cc3ccccc3)c(F)c2)cc1C (stereo not drawn) | -1.2% | -12.0% | 3.4%
CC[C@@]1(c2ccccc2)NC(=O)NC1=O | -1.7% | -9.2% | 0.2%
CC(=O)Nc1ccc(SCC(Cc2ccccc2)N2CCN(CCc3ccccc3)CCC2=O)cc1 (stereo not drawn) | 1.7% | i | 3.2%
COc1ccc2nc3cc(Cl)ccc3c(NCCCN3CCN(CCCNc4c5ccc(Cl)cc5nc5ccc(OC)cc45)CC3)c2c1 | -7.6% | 1.8% | 1.5%

Compound activity deposited in PubChem by National Center for Advancing Translational Sciences (NCATS).

This is a subset; count on the stated rates, not on these rows.
